Compound activity deposited in PubChem BioAssay by several laboratories.
SUMO HTRF inh: inhibitors of human SUMOylation (UBC9); HTRF SUMOylation assay, SAE1/SAE2 + UBC9, in vitro; inhibition, % at 35 µM; 290,000 compounds, 0.36% hits; P63279; in the data active = inhibition above about 50%, passing the limit was not always enough; also: strong numbers were not always called active
Target sequence (P63279 whole entry, looked up): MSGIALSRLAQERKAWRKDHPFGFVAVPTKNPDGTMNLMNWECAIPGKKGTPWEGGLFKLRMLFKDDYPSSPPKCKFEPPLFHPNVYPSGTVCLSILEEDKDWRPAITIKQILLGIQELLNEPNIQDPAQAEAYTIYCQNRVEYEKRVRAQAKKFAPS
VIM-2 inhibitor: inhibitors of Pseudomonas aeruginosa VIM-2 metallo-beta-lactamase; purified VIM-2, nitrocefin hydrolysis, epi-absorbance fluorescence; inhibition, % at 5.6 µM; 290,000 compounds, 0.89% hits; AID 1527;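 active = inhibition above the mean of all tested compounds plus 3 SD, cutoff set per screening run, cut at about 7.5% in these data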;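 also: red hydrolysis product quenches plate fluorescence so inhibitors raise well fluorescence; 0% = enzyme with DMSO and 100% = DMSO without enzyme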
NALP1 inh: inhibitors of NALP1 inflammasome in yeast | S. cerevisiae NALP1/ASC/caspase-1 growth, X-gal OD620, 72 h | inhibition, % at 10 µM | 280,000 compounds, 0.61% hits; in the data active = inhibition mostly above about 24%, no sharp cut-off; inactive = mostly below about 32%; also: some compounds called inactive have numbers as strong as hits
M18AAP inhibitor: PfM18AAP enzyme inhibition; recombinant PfM18AAP, H-Glu-NHMec fluorogenic cleavage; inhibition, % at 7.35 µM; 290,000 compounds, 1.2% hits;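 active = inhibition above the campaign mean inhibition over all tested compounds plus 3 SD, cut at about 28% in these data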;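 also: 0% = plate median of test compound wells and 100% = 2 mM ZnCl2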
MEKK2 WT-MEK5: raises or lowers MEK5 binding to wildtype human MEKK2 PB1 domain. Q9Y2U5. bead flow cytometry, Alexa488-MEK5 binding to MEKK2 WT; actives lie on both sides. binding response (% of control), % at 10 µM. 290,000 compounds, 1.1% hits. AID 1531; in the data active = binding response below about 67% or above about 130%
NS3 helicase inh: blocks Hepatitis C virus NS3 helicase unwinding. 290,000 compounds, 0.56% hits. NS3 helicase DNA unwinding, Cy5 molecular beacon fluorescence. inhibition, % at 10.9 µM. AID 1800;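 active = inhibition above the mean of all tested compounds plus 3 SD, set per campaign, cut at about 35% in these data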;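 also: 0% = DMSO wells and 100% = thioflavine S control wells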
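Test system: hepatitis C virus NS3 helicase domain fragment enzyme. Also added: annealed dual-labelled DNA beacon duplex, ATP-started. Timing: 60 min unwinding reaction at 25 °C after ATP addition. Technique: Cy5 fluorescence. Measure: % inhibition of unwinding.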
DNA FID counter: displaces DNA intercalator in HCV helicase counter-screen; 290,000 compounds, 0.17% hits; inhibition, % at 7.9 µM; AID 1845; DNA fluorescent intercalator displacement, fluorescence; in the data active = inhibition above about 37%;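 also: 0% = vehicle and 100% = reference compound; higher means more ethidium bromide displaced from hairpin DNA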
MEKK2 mut-MEK5: signal of MEK5 binding to mutant human MEKK2 PB1 domain; bead flow cytometry, Alexa488-MEK5 binding to MEKK2 mutant; 290,000 compounds, 0.35% hits; percent response, % at 10 µM; in the data active = percent response above about 24%, passing the limit was not always enough; also: inactives centre near 1; some results filed as inactive read as strong as hits
IMP-1 inh: blocks Pseudomonas aeruginosa IMP-1 metallo-beta-lactamase. purified IMP-1, nitrocefin hydrolysis, epi-absorbance fluorescence. inhibition, % at 5.6 µM. 290,000 compounds, 0.45% hits. AID 1556;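 active = inhibition above the mean plus 3 SD of all compounds in the same screening run, cut at about 4.5% in these data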;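 also: 0% = IMP-1 with DMSO and 100% = DMSO wells lacking enzyme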
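System: purified IMP-1; amount: IMP-1 0.2 nM before substrate addition; compound: single dose, 5.6 µM; times: 25 °C, 15 min preincubation, 25 min reaction; signal: Epi-absorbance via hydrolysed-nitrocefin quenching of white-plate fluorescence, 480/530 nm, EDTA stop; benchmarks: DMSO with and without IMP-1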
An asterisk follows results filed as active; . = no result given. The order is random. About 4.7% of those tested had a hit in this group.

SMILES | SUMO HTRF inh | VIM-2 inhibitor | NALP1 inh | M18AAP inhibitor | MEKK2 WT-MEK5 | NS3 helicase inh | DNA FID counter | MEKK2 mut-MEK5 | IMP-1 inh
NS(=O)(=O)c1ccc(CNC(=O)C(Cc2ccccc2)NS(=O)(=O)c2ccccc2F)cc1 (stereo not drawn) | 12 | 2.2 | 17 | -2 | 103 | 9 | -20 | 1 | -2.8
COc1ccc(S(=O)(=O)c2c(O)c3ccc(C(=O)Nc4ccc(F)cc4)cc3[nH]c2=O)cc1 | 18 | 0.5 | 9 | -11 | 98 | 3 | -47 | 0 | -0.6
COc1ccc2[nH]c3c(c2c1)CC(C)NC3=O (stereo not drawn) | 24 | -1.1 | 14 | 2 | 107 | 6 | -8 | 1 | -0.5
Cc1ccc(/C=C(\NC(=O)c2ccccc2)C(=O)N2CCCCC2)cc1 | 13 | -1.6 | 2 | 5 | 108 | 11 | -39 | 4 | -2.5
COc1ccccc1OCCn1c(C)c(C=O)c2ccccc21 | 3 | -2.0 | 8 | 1 | 108 | -9 | -23 | 17 | -3.7
Clc1cccc(/C(Cc2nc3ccccc3[nH]2)=N\Nc2ccccc2)c1 | -19 | -3.6 | 14 | 4 | 116 | 10 | -1 | 12 | -3.5
CCN(Cc1ccccc1)C(=S)NC(=O)c1ccccc1Br | 6 | -1.8 | -8 | 8 | 101 | -2 | -16 | 1 | -3.6
CCOC(=O)C(NCCc1ccccc1F)(NC(=O)CC)C(F)(F)F (stereo not drawn) | 9 | -1.4 | 29 | -1 | 104 | -2 | -1 | 0 | -3.6
O=C(Nc1cccc(F)c1)NC1(C(=O)NCC2CCCO2)CCCCC1 (stereo not drawn) | 4 | -1.9 | 14 | 7 | 92 | -4 | -4 | 0 | -2.0
Cc1ccc(C2=NC3(CCCC3)NC2=S)cc1 | 3 | -4.0 | -11 | 0 | 97 | 7 | -6 | -5 | -3.5
CCOC(=O)N1CCN(C(=O)CSc2ccc(-c3ccccc3OC)nn2)CC1 | 19 | -1.5 | -8 | -1 | 101 | 3 | -27 | 0 | -2.3
COC(=O)C(C(=O)Nc1cccc(Cl)c1C)C1CCCC1 (stereo not drawn) | 8 | 0.1 | 12 | -13 | 99 | -3 | -3 | 0 | -1.0
COc1ccccc1NC(=O)Cc1nc(CCl)cs1 | 1 | -1.7 | . | -5 | 96 | -6 | 2 | -1 | 0.3
Cc1no[n+]([O-])c1COc1ccccc1/C=C1\NC(=S)NC1=O | 8 | -7.1 | -41 | 7 | 128 | 8 | -4 | 12 | -4.4
CCn1c(SCc2nc(-c3ccccc3)no2)nc2ccccc21 | -11 | -3.3 | -6 | 2 | 103 | -18 | -22 | 1 | -3.5
O=C(c1cn(-c2ccccc2)nc1-c1cccnc1)N1CCCCC1 | -1 | -2.4 | 2 | -6 | 101 | 2 | -28 | 0 | -2.8
COc1ccc(C(=O)NC(=O)Nc2cc(C)ccn2)cc1 | -62 | -0.5 | -4 | -3 | 100 | -3 | -2 | -1 | -1.6
Cc1cccc(N2CCN(S(=O)(=O)c3cnc[nH]3)CC2)c1C | 2 | -5.2 | -5 | -11 | 114 | -7 | -6 | 5 | -2.8
COc1cc(C(=O)NCc2cc3ccccc3n2C)cc(OC)c1OC | 2 | 0.2 | 10 | 2 | 111 | 3 | -24 | 8 | -2.6
O=C1c2ccccc2NC(c2cccc([N+](=O)[O-])c2)N1O (stereo not drawn) | -9 | 2.8 | 2 | -1 | 101 | 12 | 0 | 0 | 1.6
O=S1(=O)CCOC[C@H](CC2CCCCC2)N1Cc1cccc(C(F)(F)F)c1 | -9 | -2.1 | -2 | 6 | 101 | -46 | -20 | -2 | -2.4
O=C(c1ccc(S(=O)(=O)N2CCCCCC2)cc1)N1CCC(CN2C(=O)c3cccc4cccc(c34)C2=O)CC1 | 7 | -3.8 | -4 | 6 | 102 | -10 | -1 | -2 | 5.2*
CCOc1cccc(/C=C/C(=O)O)c1 | 13 | -1.8 | -2 | 4 | 107 | -3 | 1 | 6 | -1.0
Cc1ccc(S(=O)(=O)N2C3C=CC(C3)C2C(=O)O)cc1 (stereo not drawn) | -10 | -4.8 | -20 | -1 | 103 | 1 | 1 | 1 | -1.4
CCN1CCN(Cc2nc3c(c(=O)n(C)c(=O)n3C)n2Cc2cccc3ccccc23)CC1 | -11 | -1.3 | 38 | 1 | 105 | 1 | 5 | 6 | 1.0

Entries above with a CF3 group:
SMILES | SUMO HTRF inh | VIM-2 inhibitor | NALP1 inh | M18AAP inhibitor | MEKK2 WT-MEK5 | NS3 helicase inh | DNA FID counter | MEKK2 mut-MEK5 | IMP-1 inh
CCOC(=O)C(NCCc1ccccc1F)(NC(=O)CC)C(F)(F)F (stereo not drawn) | 9 | -1.4 | 29 | -1 | 104 | -2 | -1 | 0 | -3.6
O=S1(=O)CCOC[C@H](CC2CCCCC2)N1Cc1cccc(C(F)(F)F)c1 | -9 | -2.1 | -2 | 6 | 101 | -46 | -20 | -2 | -2.4

Following part.
SMILES | SUMO HTRF inh | VIM-2 inhibitor | NALP1 inh | M18AAP inhibitor | MEKK2 WT-MEK5 | NS3 helicase inh | DNA FID counter | MEKK2 mut-MEK5 | IMP-1 inh
CC(=Nc1ccccc1)C1=C(O)CSC1=O | 28 | -2.5 | 7 | 7 | 105 | -3 | 0 | 1 | 0.9
Cc1cnc(NC2=NCCC2)s1 | -9 | -2.3 | -15 | 1 | 106 | 1 | -4 | -2 | -3.0
O=C(NC(Cc1c[nH]c2ccccc12)C(=O)O)c1ccc(F)cc1 (stereo not drawn) | 18 | -2.9 | 3 | 4 | 95 | 5 | 7 | -14 | -2.0
CCn1c(C(C)C)n[nH]c1=S | 3 | 3.5 | -3 | 6 | 91 | 7 | -8 | -9 | -2.0
COc1ccc(CC(=O)N2CCc3ccccc32)cc1 | 3 | -2.4 | 19 | 2 | 100 | 0 | -10 | -3 | -2.4
Cc1ccc(C(=O)Oc2oc(-c3ccco3)nc2C=Nc2ccc(Cl)cc2)cc1 | 3 | 0.2 | 22 | 6 | 89 | -4 | -12 | -11 | -2.9
Cc1cc(C)cc(OCCNC(=O)c2ccc(Br)cc2)c1 | 1 | -2.1 | 22 | -3 | 105 | -14 | -16 | 1 | -1.7
CSc1cccc(NC(=O)CN(Cc2ccc(Cl)cc2)S(C)(=O)=O)c1 | -6 | -2.9 | 16 | -6 | 100 | -12 | -13 | 8 | -3.0
CC(=O)COc1ccc2cc(-c3ccccc3)c(=O)oc2c1 | 31 | -1.1 | 21 | 2 | 107 | 6 | -12 | 13 | -1.9
COc1ccc(CN2C(=O)c3cccnc3C2=O)cc1S(=O)(=O)N1CC(C)CC(C)C1 (stereo not drawn) | 6 | -1.0 | -9 | -3 | 98 | -1 | -41 | -2 | -2.6
O=S1(=O)CC(O)C(NCCO)C1 (stereo not drawn) | 12 | -0.2 | -2 | -8 | 99 | -10 | 0 | -2 | 1.2
CCC(=O)Nc1c2c(nn1-c1ccc(F)cc1)CS(=O)(=O)C2 | -10 | -0.4 | 13 | -4 | 97 | -2 | -2 | -2 | -1.5
O=C(Cn1cc2c(n1)CCCCC2)N1CCc2ccccc21 | -16 | -2.4 | 18 | -2 | 101 | -6 | -8 | 1 | -1.2
Cc1nnc(N2CCC(C(=O)N3CCCCCC3)CC2)c2nn(-c3ccc(Cl)cc3)c(C)c12 | 5 | -4.5 | 14 | 3 | 103 | -29 | 7 | 1 | -1.1
COC(=O)c1ccc(NC(=O)Nc2ccccc2C)cc1 | 5 | -2.2 | -3 | -7 | 109 | 0 | 2 | 4 | -2.4
COC(=O)C1=C(C)N=C2SC(C)C(=O)N2C1/C=C/c1ccccc1OC (stereo not drawn) | 25 | -6.5 | 14 | -4 | 100 | -2 | -26 | 2 | -1.7
Cc1ccc(-n2c3nc(=O)[nH]c(=O)c-3cc3cc([N+](=O)[O-])ccc32)cc1C | 10 | -1.6 | 24 | 2 | 102 | 10 | -1 | 0 | -2.9
O=C1c2ccccc2C(=O)c2c1ccc1c(=O)n(C3CCCCC3)[nH]c21 | -35 | -0.7 | -144 | -2 | 128 | -1 | 5 | 24 | -4.4
C=CCn1c(C)c(C(C)=O)c(N2CCN(c3ccccc3)CC2)nc1=S | 25 | 1.5 | 16 | 3 | 107 | 2 | 4 | 7 | 0.9
O=C(N/C(=C/c1cccs1)c1nc2ccccc2[nH]1)c1ccccc1 | 0 | -6.0 | 8 | 6 | 103 | -3 | -3 | 1 | -2.0
CCOc1cccc2cc(C(=O)NCc3ccc(OC)cc3)c(=N)oc12 | 16 | -0.6 | 10 | 1 | 103 | 0 | -11 | 4 | -1.5
Cc1cccc(Nc2nnc(SC/C(O)=C(\C#N)c3nc4ccccc4[nH]3)s2)c1 | 3 | -4.6 | 9 | 3 | 94 | 26 | -13 | -2 | -1.5
CCCCc1nc2ccccc2c(NC(=O)CNC(C)(C)C)c1CCC | 6 | -1.2 | 13 | -12 | 115 | -4 | 10 | 7 | -1.9
Cc1cccc(-c2nnc(SCC(=O)NCc3ccc4c(c3)OCO4)n2C)c1 | 12 | -0.7 | -24 | -7 | 101 | -7 | -15 | 6 | -1.9
CC(C)C[C@H](NC(=O)c1nc[nH]c1C(=O)NCC(=O)OCc1ccccc1)C(=O)OC(C)(C)C | -27 | -2.7 | 2 | 6 | 101 | -54 | -44 | -5 | -3.5

Quoted from the listing:
Under MEKK2 WT-MEK5, `O=C(Cn1cc2c(n1)CCCCC2)N1CCc2ccccc21` has the entry 101
Under SUMO HTRF inh, `CC(C)C[C@H](NC(=O)c1nc[nH]c1C(=O)NCC(=O)OCc1ccccc1)C(=O)OC(C)(C)C` has the entry -27

Carrying on:
SMILES | SUMO HTRF inh | VIM-2 inhibitor | NALP1 inh | M18AAP inhibitor | MEKK2 WT-MEK5 | NS3 helicase inh | DNA FID counter | MEKK2 mut-MEK5 | IMP-1 inh
O=[N+]([O-])c1cccc(-c2cc(-c3cc(Br)ccc3O)[nH]n2)c1 | 2 | -4.7 | 6 | -5 | 96 | -6 | 9 | 0 | -1.9
COC(=O)C1C(c2ccc(Cl)cc2)NC(c2ccc(Cl)cc2)C(C(=O)OC)S1(=O)=O (stereo not drawn) | 2 | -2.4 | 6 | -9 | 109 | 1 | -7 | 9 | 1.5
CC1=C(C(=O)N(C)C)C(c2ccc(N3CCOCC3)cc2)NC(=O)N1 (stereo not drawn) | -4 | -2.9 | 0 | 5 | 90 | -6 | -6 | -11 | -3.4
COCCSc1ncnc2c1oc1nc3c(cc12)COC(C)(C)C3 | 11 | 1.0 | -4 | -7 | 92 | -1 | -19 | -9 | -0.1
CCOC(=O)Cc1csc(NC(=O)NC2(C(F)(F)F)Oc3cc(Cl)c(Cl)cc3O2)n1 | 9 | -3.9 | -3 | 94* | 92 | 1 | -1 | -3 | -7.1
Cc1cc(C)cc(NC(=O)CN(Cc2ccccc2)S(C)(=O)=O)c1 | 13 | -0.2 | -5 | -7 | 111 | 0 | -19 | 5 | -2.9
Fc1ccc(-c2csc(-c3ccccn3)n2)cc1F | -16 | 1.1 | 15 | -6 | 93 | 4 | -1 | -6 | 0.6
Cc1cc(Oc2cc(N)cc([N+](=O)[O-])c2)ccc1Cl | 9 | -2.9 | 21 | 2 | 103 | -6 | 9 | -1 | -1.0
COc1cccc(C(=O)NCCN2CCOCC2)c1 | 10 | 1.8 | 6 | -4 | 100 | 2 | -2 | 2 | -0.5
CC(=O)Oc1ccc2nc(/C=C/c3ccc(C=O)cc3)oc(=O)c2c1 | 20 | -1.6 | . | 6 | 109 | 12 | -8 | 4 | -4.4
